POLB inh – inhibitors of human DNA polymerase beta. actives 1.3% (n = 340,000). Potency, µM (top dose mostly 114 µM), for inactives: top-dose activity change, negative = inhibition, hits mostly inhibitors. Pol beta primer extension/strand displacement, fluorescence kinetic. P06746; also: potency is read from the fitted curve at half-maximal effect; % is scaled to controls: 0 for no effect and ±100 for the full control effect
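10 nM enzyme + cpd, 15 min RT; start with substrate 50 nM final; read 0 min and after 10 min RT. Corrected, normalized data; 4-parameter Hill curve fit.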
APE1 inh – inhibitors of human APE1 endonuclease; P27695; recombinant APE1, TAMRA/BHQ-2 abasic DNA cleavage fluorescence; Potency, µM (titrated, usually from 65.8 µM), for the others: at the highest dose activity change, negative = inhibition, usual class: inhibitors; actives 0.35% (n = 350,000);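 also: potency is read from the fitted curve at half-maximal effect; plate controls were vehicle for no effect and reference inhibitor for full effect; nearly all actives have a fitted effect of over 55% in size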
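Enzyme (0.75 nM final) and test compound are incubated 15 min at room temperature before adding 50 nM quenched THF abasic-site duplex. Cleavage dequenches TAMRA, followed at 525/598 nm over three reads one minute apart.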
LDHA block – LDHA (human) enzyme inhibition. P00338. purified LDHA, NADH/diaphorase-resazurin fluorescence; active compounds read low. activity change, % (values are at about 110 or 230 µM). actives 0.15% (n = 480,000). AID 1347041; in the data active = activity change below about -30%; inconclusive = mostly about -25% to -30%;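 also: plate controls were DMSO wells for no effect and wells without enzyme for full effect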
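Remaining NADH was detected by diaphorase (0.133 mg/mL) converting 37 µM resazurin to fluorescent resorufin, read at 0 and 20 minutes. The preceding 5-minute room-temperature reaction used 2 nM LDHA, 0.2 mM sodium pyruvate and 0.06 mM NADH at pH 7.4.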
RGS4 inhibitor – human RGS4 inhibition. Potency, µM (top dose mostly 114 µM), inactives show at the highest dose activity change, negative = inhibition, hits mostly inhibitors. Transcreener GDP fluorescence polarization, RGS4-accelerated GTP hydrolysis. actives 0.039% (n = 390,000). P49798; also: potency is read from the fitted curve at half-maximal effect; % is scaled to controls: 0 for no effect and ±100 for the full control effect; nearly all actives have a fitted effect of over 75% in size; some results filed as inactive show a strong effect at the top dose
Target sequence (P49798 whole entry, looked up): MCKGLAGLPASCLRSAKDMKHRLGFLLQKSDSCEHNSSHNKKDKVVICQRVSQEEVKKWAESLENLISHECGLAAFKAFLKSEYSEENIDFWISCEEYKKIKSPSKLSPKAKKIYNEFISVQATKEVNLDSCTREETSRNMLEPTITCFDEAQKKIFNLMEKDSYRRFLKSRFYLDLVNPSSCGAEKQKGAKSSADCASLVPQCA
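MLSMR compounds (23 nl, pin-transferred) preincubated 10 min at room temperature with a 500nM (2x) first reagent, then RGS4 at 900nM (2x) plus Transcreener GDP mix added; fluorescence polarization (620/688 nm) read before and after 90 min at 30 °C.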
Apoferritin bind – binds horse apoferritin like a general anesthetic | P02791 | apoferritin/1-aminoanthracene competitive binding, fluorescence | Potency, µM (highest dose often 77.5 µM), for inactives: at the highest dose activity change, negative = displacement, most hits filed as inhibitors | actives 0.074% (n = 350,000) | AID 485281; also: potency is read from the fitted curve at half-maximal effect; % is scaled to controls: 0 for no effect and ±100 for the full control effect; nearly all actives have a fitted effect of over 20% in size
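Read-out: endpoint 1-AMA fluorescence, excitation 380 nm and emission 535 nm, after compounds sit 10 min at room temperature with 10 uM horse-spleen apoferritin in 50% saturated 1-AMA/PBS. Values come from four-parameter Hill fits.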
ALOX12 inh – blocks human arachidonate 12S-lipoxygenase; P18054; purified 12hLO, xylenol orange hydroperoxide absorbance; Potency, µM (highest dose often 108 µM), for inactives: at the highest dose activity change, negative = inhibition, usual class: inhibitors; actives 1.1% (n = 580,000); AID 1671190; also: potency is read from the fitted curve at half-maximal effect; % is scaled to controls: 0 for no effect and ±100 for the full control effect
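Purified human 12hLO at 150 nM in 25 mM Hepes, 0.01% Triton X-100, pH 7.0, preincubated 15 min at room temperature with compound. Reaction started with 40 uM arachidonic acid, 30 min at room temperature. Hydroperoxide measured by Fe-xylenol orange, 573/405 nm absorbance ratio.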
Pol kappa inh – blocks human DNA polymerase kappa activity; Potency, µM (highest dose often 107 µM), inactives show top-dose activity, negative = inhibition, hits mostly inhibitors; actives 0.53% (n = 400,000); purified Pol kappa, fluorescent DNA synthesis assay, 10 min; Q9UBT6; also: potency is read from the fitted curve at half-maximal effect; % is scaled to controls: 0 for no effect and ±100 for the full control effect
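Enzyme at 10 nM met test compounds for 15 min at room temperature. Substrate addition (50 nM final) began the reaction, which was monitored by fluorescence at 0 and 10 min.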
POLH inh – inhibitors of human DNA polymerase eta; recombinant Pol eta, fluorescent DNA replication assay; Potency, µM (series often up to 114 µM), inactives show at the top dose activity change, negative = inhibition, most hits filed as inhibitors; actives 1.2% (n = 390,000); also: potency is read from the fitted curve at half-maximal effect; % is scaled to controls: 0 for no effect and ±100 for the full control effect
Target sequence (Q9Y253 whole entry, looked up): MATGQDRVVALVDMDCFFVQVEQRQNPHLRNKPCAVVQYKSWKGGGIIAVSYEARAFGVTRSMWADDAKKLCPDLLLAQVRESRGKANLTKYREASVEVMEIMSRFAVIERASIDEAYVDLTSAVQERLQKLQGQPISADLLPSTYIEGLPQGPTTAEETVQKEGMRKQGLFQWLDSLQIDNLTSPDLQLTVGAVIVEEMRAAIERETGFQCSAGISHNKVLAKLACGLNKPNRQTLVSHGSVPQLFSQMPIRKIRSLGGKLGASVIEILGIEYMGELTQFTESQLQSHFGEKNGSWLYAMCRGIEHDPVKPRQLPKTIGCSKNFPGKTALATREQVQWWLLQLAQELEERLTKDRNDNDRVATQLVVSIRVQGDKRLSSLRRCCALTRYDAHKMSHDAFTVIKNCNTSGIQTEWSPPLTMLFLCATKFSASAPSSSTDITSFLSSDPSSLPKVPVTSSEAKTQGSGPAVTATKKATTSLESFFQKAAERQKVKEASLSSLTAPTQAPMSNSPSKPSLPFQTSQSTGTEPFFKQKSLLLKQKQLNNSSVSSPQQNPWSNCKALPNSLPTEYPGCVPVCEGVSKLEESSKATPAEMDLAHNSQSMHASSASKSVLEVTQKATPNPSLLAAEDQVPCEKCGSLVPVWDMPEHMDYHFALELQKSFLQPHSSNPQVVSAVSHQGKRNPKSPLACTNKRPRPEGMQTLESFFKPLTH
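Fluorescent replication assay: 50 nM final substrate added after a 15 min room-temperature compound preincubation with 10 nM enzyme. Signal taken at 0 min and again at 10 min.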
ERG Ets-DNA blk – blocks human ERG Ets domain binding to DNA; fluorescence polarization, His-ERG Ets domain / labelled DNA; P11308; AID 624246; actives 0.028% (n = 370,000); Potency, µM (titrated, usually from 76.9 µM), for the others: at the top dose FP activity, negative = inhibition, usual class: inhibitors; active = well fitted inhibition curve with a large enough effect in the polarisation, with a control signal flat; inconclusive = small, poorly fitted or top-dose-only effect, or effect the other way, or a change in a side signal; inactive = no such curve, though single readings can be large or run the other way; the % refers to the polarisation;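 also: polarization taken with two DNA probes labelled with fluorescein and Texas red; potency is read from the fitted curve at half-maximal effect; % of control where 0% means no effect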
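His-tagged ERG Ets domain (1 uM in the protein solution; 300mM KCl, 50mM Tris-HCl, 1mM EDTA, 1mM DTT, pH 7.5) received compound, then a probe mix of 5 nM fluorescein-DNA and 100nM Texas-615-DNA. Fluorescence polarization was read for both dyes.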
Starred values were filed as active, the others as inactive; ? = inconclusive; · = no result given; [ ] = remark or other dose. Unless noted, calls follow the shape of the dose curve; as a rule, active = well fitted curve in the direction sought with a large enough effect; inconclusive = small, poorly fitted or top-dose-only effect, or another doubt; inactive = no such curve, though single readings can be large; an effect the other way counts as inactive or inconclusive.

structure,POLB inh,APE1 inh,LDHA block,RGS4 inhibitor,Apoferritin bind,ALOX12 inh,Pol kappa inh,POLH inh,ERG Ets-DNA blk
O=C(Nc1nc2ccccc2[nH]1)c1cc2ccccc2o1,25%,2%,-1,18%,5%,3%,-13%,-15%,-8%
C[C@H]1CN([C@@H](C)CO)C(=O)c2cc(NC(=O)C3CCCCC3)ccc2O[C@H]1CN(C)Cc1ccc(-c2ccccc2)cc1,·,-4%,1,-6%,·,-21%,7%,-23%,6%
CC1(C)CC(C2N3CC4(C)CN2CC(C)(C3)C4=O)CCO1 (centres undefined),35%[activator],0%,-7,6%,-9%,18%,1%,-9%,2%
O=C(COC(=O)C1CCN(C(=O)Nc2ccccc2)CC1)NCC(F)(F)F,-13%,3%,-2,-15%,-7%,4%,-1%,-8%,14%
C/C(=N\N=C\c1ccccc1F)c1nnn(-c2nonc2N)c1C,3%,3%,-4,-9%,-19%,2%,-5%,-19%,6%
COc1ccccc1CN1CCCC(C(=O)N(C)Cc2ccccc2)C1 (centres undefined),2%,2%,-12,14%,-1%,?,2%,-17%,1%
O=C(NC1CCCCCC1)c1ccco1,5%,77%[activator],-13,-9%,?,-3%,89µM*,-4%,-10%
O=S(=O)(NCCC1=CCCCC1)c1ccccc1Br,·,-11%,2,-44%,·,-6%,-19%,-9%,13%
COc1cc2ccccc2cc1C(=O)Nc1ccc(Cl)c(-c2nc3ccccc3o2)c1,0%,·,-5,-14%,-1%,-2%,-18%,-7%,-9%
COC(=O)c1sccc1NC(=O)Cc1ccc(OC)cc1,-1%,-1%,-4,4%,-7%,-10%,-4%,-12%,-4%
Cc1ccc(C)c(-c2nnc(NC(=O)Cc3ccc(F)cc3)o2)c1,-1%,50%,1,8%,-7%,·,0%,-5%,-4%
CCOCCn1c(SCCCc2ccccc2)nc2c1c(=O)[nH]c(=O)n2C,-4%,2%,-6,-17%,11%,-17%,-18%,7%,0%
CN1C(=O)c2ccc(NC(=O)c3c(F)c(F)c(F)c(F)c3F)cc2C1=O,?,0%,-3,?,4%,0%,2%,-11%,2%
O=[N+]([O-])c1ccccc1/C=N\Nc1nccs1,3%,19%,-5,-12%,0%,7%,1%,-11%,-3%
CC1CCC(O)(C(C(=O)O)c2ccccc2)CC1 (centres undefined),·,·,-6,-6%,·,-40%,6%,-9%,-7%
O=C(c1cc2ccc3cccnc3c2[nH]1)N1CCN(c2ccc(Cl)cc2)CC1,3%,·,5,8%,-6%,3%,2%,-14%,4%
CCOc1ccc(-c2cc3nc(C4CCN(C(=O)OC(C)(C)C)CC4)c(C(=O)Nc4cccc(CC)c4)cn3n2)cc1,13%,·,-11,18%,-3%,-1%,-12%,-17%,-3%
Cc1nnc(SCC(=O)Nc2cc(-c3cc(C)c(C)cc3C)nn2-c2ccccc2)s1,?,-6%,2,7%,-9%,-7%,-4%,-16%,-6%
CCCCCn1cnc2c(sc3nc4c(cc32)CSC(C)(C)C4)c1=O,1%,4%,-1,-15%,-8%,-20%,-9%,-6%,·
Cc1nnc(Nc2ccccc2F)s1,-12%,-1%,1,9%,7%,?,6%,11%,-4%
COc1cccc(CNC(=O)C2CCN(S(=O)(=O)c3ccc(F)cc3)CC2)c1,19%,-4%,-3,-18%,-6%,220%[activator],-8%,-16%,-1%
COc1ccc(CNc2nc(-c3ccccc3)nc3ccccc23)cc1OC,4%,38%,-1,0%,-14%,0%,2%,-24%,3%
COc1ccc(OC)c(-c2csc(NC(=O)COC(=O)C3CC3)n2)c1,·,-12%,-5,18%,·,2%,-6%,-20%,1%
CN(C(=O)CSc1nnc(Cc2cccc3ccccc23)n1N)C1CCS(=O)(=O)C1 (centres undefined),39%,2%,-6,-37%,-1%,-4%,-2%,-20%,-7%
COC(=O)C1=C(C)Nc2nnnn2C1c1ccc(Cl)cc1Cl (centres undefined),-29%,1%,-4,25%,-10%,?,-8%,-10%,7%
O=C(O)Cc1ccc(N=Cc2c(O)ccc3ccccc23)cc1,19%,9%,24,-19%,?,-17%,-22%,-11%,-17%
CC(C)(C)OC(=O)N1CCC(C(=O)Nc2cccc(C(=O)N3CCCCC3)c2)CC1,·,·,0,2%,·,?,12%,-8%,4%
CSc1ccccc1C(=O)Nc1cc(C)cc(C)c1,13%,-9%,0,18%,-15%,-5%,-17%,-1%,-3%
O=C(O)C(C(O)c1ccc([N+](=O)[O-])cc1)[n+]1ccccc1 (centres undefined),·,27%,0,-11%,·,?,13%,-6%,-10%
CCOc1ccc(/C=C/C(=O)c2c(O)c3ccccc3oc2=O)cc1,5%,-1%,-2,-10%,-9%,-16%,-24%,-6%,4%

2 entries picked at random from those above, as already listed:
structure,POLB inh,APE1 inh,LDHA block,RGS4 inhibitor,Apoferritin bind,ALOX12 inh,Pol kappa inh,POLH inh,ERG Ets-DNA blk
CCOc1ccc(-c2cc3nc(C4CCN(C(=O)OC(C)(C)C)CC4)c(C(=O)Nc4cccc(CC)c4)cn3n2)cc1,13%,·,-11,18%,-3%,-1%,-12%,-17%,-3%
COc1ccc(CNc2nc(-c3ccccc3)nc3ccccc23)cc1OC,4%,38%,-1,0%,-14%,0%,2%,-24%,3%

Continuation.
structure,POLB inh,APE1 inh,LDHA block,RGS4 inhibitor,Apoferritin bind,ALOX12 inh,Pol kappa inh,POLH inh,ERG Ets-DNA blk
CC1CN(C(=O)c2cccn(Cc3c(Cl)cccc3Cl)c2=O)CC(C)O1 (centres undefined),3%,0%,-3,6%,-6%,-22%,-11%,-8%,2%
CCC(c1nnnn1Cc1ccccc1)N1CCN(c2ccccc2)CC1 (centres undefined),39%,9%,-2,16%,-8%,0%,-17%,0%,0%
CC1CCCCN1C(=O)c1cnn2c(C(F)(F)F)cc(-c3ccco3)nc12 (centres undefined),38%,-2%,-3,-22%,4%,0%,-13%,1%,10%
NC(=O)c1csc(-c2ccncc2)n1,-2%,1%,0,31%,1%,0%,-11%,-2%,4%
Cc1cc(C)c2c(=O)cc(CSc3nnc(COc4ccccc4C)n3C)[nH]c2c1,20%,·,-2,33%,0%,?,-4%[60.1 µM],-12%,4%
COCCn1c(SCC(=O)Nc2ccc(S(=O)(=O)N(C)C)cc2)nc2ccccc21,3%,?,-5,-5%,169%[activator],-2%,4%,0%,-1%
CC(=O)COc1cc2c(-c3cc4ccccc4o3)cc(=O)oc2cc1C,?,66%[activator],0,-5%[11.4 µM],-10%,-11%,-3%,?,1%
Cc1cc(C)cc(-n2ncc3c2CCCC3NC(=O)c2ccccc2N2CCOCC2)c1 (centres undefined),11%,-10%,-2,7%,-10%,-1%,-7%,-24%,-8%
COc1ccc(S(=O)(=O)N2CCOC23CCN(C(=O)c2c(F)cccc2Cl)CC3)cc1,-2%,9%,-12,-8%,1%,2%,-11%,?,8%
COc1ccc(C(=O)N2CCC(C(=O)N3CCN(c4ccc(OC)cc4)CC3)CC2)cc1,1%,37%,-3,-2%,-3%,-25%,4%,-1%,-15%
CCN1CCN(c2cc(C)c3cc(NC(=S)N4CC(C)CC(C)C4)ccc3n2)CC1 (centres undefined),21%,4%,3,-28%,-3%,?,-12%,-4%,-2%
COc1ccc(CN(CCC(C)C)S(=O)(=O)c2ccccc2Br)cc1,·,-12%,0,14%,·,30%,-17%,-13%,-5%
COc1ccc(N2CCN(C(=O)CCCn3c(=O)c4cccn4c4cccnc43)CC2)cc1,4%,1%,-7,6%,-9%,4%,8%,-2%,2%
CCOC(=O)C1=C(NC(=S)NC(=O)c2ccccc2)c2ccccc2CC1(C)CC (centres undefined),-12%,0%,-1,-12%,?,16µM*,-22%,-12%,-5%
CCCn1nc(NS(=O)(=O)c2ccccc2[N+](=O)[O-])c2cc3ccccc3nc21,22%,20%,-4,-9%,-20%,30%,4%,-11%,0%
COc1ccc(Cn2c(CCC(=O)Nc3ccc(Br)c(C)c3)nc3cccnc32)cc1,20%,·,-4,-14%,52%[activator],6%,2%,-8%,3%
CC(C)CC(CC(C)C)=NNC(=O)c1ccc(CSc2nncn2C)cc1,-17%,1%,1,24%,-2%,?,2%,-18%,2%
O=C1CCC(C(=O)N2CCSCC2)CN1Cc1cccc(C(F)(F)F)c1 (centres undefined),61%,2%,-3,-7%,-10%,12%,-8%,-12%,-22%
O=C(COc1ccc(Cl)cc1Br)N1CCN(c2ncccn2)CC1,·,40%,-2,-20%,·,18%,-4%,-22%,-6%
CC(=O)c1cccc(S(=O)(=O)NC2CC2)c1,1%,8%,-1,-19%,-5%,-12%,-12%,?,6%
Cc1nc(NC(=O)/C=C/c2ccccc2)sc1C(=O)N(C)C,0%,-7%,-8,-2%,-6%,-6%,-5%,-8%,2%
Nc1ccc(Nc2ccccc2)cc1,30%,?,-2,-40%,?,?,-1%[60.1 µM],-6%,·

An excerpt, so the mix of outcomes need not match the whole.
